Growth percent in the NCI-60 one-dose screen (48 h, 10 µM unless noted): 100 = growth as untreated, 0 = no growth, -100 = all killed.
MDA-MB-231: MDA-MB-231 breast cancer | 5% of 81,000 active
HS 578T: HS 578T breast cancer. 4.1% of 78,000 active. AID 1794788
BT-549: BT-549 breast cancer; 4.4% of 78,000 active; AID 1794793
MCF7: MCF7 breast cancer | 6.3% of 82,000 active
T-47D: T-47D breast cancer; 5% of 79,000 active; AID 1794792
SR: SR leukemia cells; AID 1794780; 8.7% of 73,000 active
K-562: K-562 leukemia. 7.4% of 78,000 active
MDA-MB-468: MDA-MB-468 breast cancer; 8.5% of 78,000 active; AID 2202374
Numbers without * were called inactive; / = no result given; & = joins results of further samples. How the source made its calls: active means growth percent below 10; inactive means the rest.

SMILES | MDA-MB-231 | HS 578T | BT-549 | MCF7 | T-47D | SR | K-562 | MDA-MB-468
CC(=O)NC(NC(C)=O)c1cccnc1 | / | 95 | 106 | 94 | 110 | 100 | 98 | 107
OCc1ccc2ccccc2n1 | 95 | 109 | 104 | 97 | 99 | 104 | 102 | 105
COc1ccc(-c2nc(-c3nc4ccc(C(F)(F)F)cc4[nH]3)cc3c2[nH]c2ccccc23)cc1 | 53 | 106 | 64 | 49 | 49 | 55 | 49 | 62
CCCCCCCCP(CCCCCCCC)CCCCCCCC | 94 | 100 | 97 | 100 | 96 | 89 | 114 | 108
CNC(=O)c1cccc(N2CCc3c2ccc(NC(=O)Nc2ccc(N4CCN(C)CC4)c(C(F)(F)F)c2)c3F)c1 | -95* | -1.4* | 12 | -80* | 94 | / | / | 90
Cc1ccc(C(=O)c2ccc(CC(=O)N/N=C/c3c[nH]c4ccccc34)n2C)cc1 | 88 | 96 | 93 | 73 | 78 | 89 | 95 | 83
COc1cc(N=Nc2ccc(C(=O)N(C)C)cc2)c(C)cc1N | 84 | 103 | 101 | 87 | 84 | 76 | 100 | 101
CC(O)CC(=O)NN (configuration not stated) | 107 | 108 | 101 | 109 | 98 | 103 | 114 | 94
CC(C)(C)CC(N)=O | / | 106 | 75 | 86 | / | 102 | 116 | 101
CCC(=O)OCC1OC(n2cnc3c(=S)nc(N)[nH]c32)C(OC(=O)CC)C1OC(=O)CC (configuration not stated) | 50 | 61 | 82 | 51 | 48 | 10 | / | 78
CCOC(=O)CSCCC#N | 110 | 107 | 87 | 94 | 83 | 94 | 112 | 109
CC[C@H](Nc1ncnc(N)c1C(N)=O)c1nc2cccc(NCc3ccc(C(=O)NO)cc3)c2c(=O)n1-c1ccccc1 | 84 | 70 | 89 | 83 | 42 | 12 | 56 | 32
C=C(C)[C@@H]1CC[C@]2(C(=O)NNC(=O)c3cccnc3)CC[C@]3(C)[C@H](CC[C@@H]4[C@@]5(C)CCCNC(C)(C)[C@@H]5CC[C@]43C)[C@@H]12 | 87 | 67 | 82 | 59 | 58 | 19 | 1.2* | 80
Cc1nc2sc(C(=O)Nc3ccccc3Cl)c(N)c2cc1C(C)O (configuration not stated) | 81 | 88 | 79 | 49 | 86 | 33 | 22 | 70
NC(=O)c1n[nH]n2c1nc(=O)c1sc3c(c12)CCCC3 | 104 | 105 | 101 | 98 | 113 | 117 | 109 | 97
Cc1cc(C)cc(Oc2ccc(Nc3ncnc4onc(-c5ccccc5)c34)cc2)c1 | 100 | 107 | 89 | 84 | 81 | 93 | 83 | 99
O=[N+]([O-])c1cccc(/C=C\C=C\c2ccccc2)c1 | 77 | 103 | 94 | 54 | 93 | 85 | 81 | 56
COc1ccccc1-c1cnc2[nH]c(-c3ccccc3)c(C#N)c(=O)n12 | 100 | 92 | 70 | 56 | 52 | 82 | 87 | 72
CN1CCN(c2ccc(Nc3nc(NCCNS(=O)(=O)c4cccc(Br)c4)c4sccc4n3)cc2)CC1 | 95 | 83 | 111 | 92 | 89 | 56 | 16 | 83
CC1(C)OC2[C@@H](CNC(=O)NC(=O)NC(=O)CI)O[C@@H](n3cnc4c(NC(=O)Nc5ccccc5)ncnc43)[C@H]2O1 (some centres not stated) | 58 | 99 | / | 33 | 49 | -51* | 4.5* | 64
N#CC1=C(c2ccc(Cl)cc2)Nc2c(c(-c3ccc(Cl)cc3)nn2-c2ccccc2)C12C(=O)Nc1ccc(Cl)cc12 (configuration not stated) | 50 | 57 | 32 | 33 | 42 | 14 | 24 | 53
C[C@H](CCCCO)[C@H]1CC[C@H]2[C@@H]3CC[C@@H]4CNCCC[C@]4(C)[C@H]3CC[C@]12C | 102 | 100 | 111 | 100 | 102 | 87 | 99 | 111
O=C(Cn1cc(CO)nn1)Nc1nc(-c2ccc(Br)cc2)cs1 | 100 | 109 | 97 | 96 | 91 | 96 | 97 | 97
NC(=O)c1c(Nc2ccccc2)nn2c(-c3ccc(Br)cc3)c(-c3nc4ccccc4s3)c(N)nc12 | 93 | 103 | 126 | 94 | 76 | 94 | 88 | 106
Cn1cc(/C=C2/C(=O)Nc3ccc(Cl)cc32)c2ccccc21 | 90 | 91 | 114 | 71 | 65 | 66 | 92 | /
Continued:
SMILES | MDA-MB-231 | HS 578T | BT-549 | MCF7 | T-47D | SR | K-562 | MDA-MB-468
C=C(C)[C@@H]1CC[C@]2(C(=O)N3CCN(CC)CC3)CC[C@]3(C)[C@H](CC[C@@H]4[C@@]5(C)CC[C@H](O)C(C)(C)[C@@H]5CC[C@]43C)[C@@H]12 | 102 | 107 | 101 | 94 | 91 | 64 | 65 | 111
COc1ccc(Cn2cc(C(=O)N=Nc3c(O)[nH]c4ccc(Br)cc34)nn2)cc1 | 108 | 114 | 111 | 86 | 106 | 78 | 88 | 97
O=C(OCc1ccc2c(Br)cc(Br)c(O)c2n1)N1CCN(C(=O)c2cc3ccccc3[nH]2)CC1 | 46 | 48 | 56 | 30 | 28 | 31 | 22 | 22
CC(C)(CO)CCCCCCC(C)(C)CO | 106 | 115 | 122 | 110 | 100 | 93 | 95 | 115
O=C1CCSc2ccc(Cl)cc21 | 110 | 103 | 115 | 95 | 95 | 105 | 95 | /
Cc1ccc(Cc2cnc(NC(=O)C3COc4ccccc4O3)s2)cc1 (configuration not stated) | 85 | 75 | 96 | 76 | 98 | 73 | 47 | 83
C=CCOC(=O)Oc1ccc(Cl)cc1Cl | / | 116 | 109 | 106 | 115 | / | / | 110
CCOC(=O)CCN(CC(C)C)C(=S)Nc1ccccc1 | 106 | 117 | 106 | 99 | 105 | 97 | 103 | 104
COc1ccc(NC(=O)Cn2c(Br)nc3c2c(=O)n(C)c(=O)n3C)cc1 | 95 | 100 | 91 | 93 | 90 | 100 | 95 | 103
O=C(c1ccccc1)c1ccc(Oc2ccc([N+](=O)[O-])cc2[N+](=O)[O-])cc1 | 89 | 91 | -1.3* | 16 | 66 | 15 | 12 | 5.3*
COC1=CC(=O)c2ccccc2C1=O | 99 | 100 | 85 | 57 | 59 | / | / | 33
O=C1/C(=N/O)CCc2ccccc21 | 80 | 95 | 102 | 96 | 100 | 113 | 19 | 109
COC(=O)c1ccc(Cl)cc1OC | 104 | 84 | 119 | 95 | 94 | 101 | 91 | 73
CCCCC(=O)OCCCc1ccccc1 | 104 | 100 | 99 | 92 | 86 | 116 | 97 | 100
COc1cc(Nc2cc(O)c3c(=O)cc(-c4ccccc4)oc3c2)cc(OC)c1OC | 90 | 91 | 101 | 65 | 89 | 78 | 84 | 100
Clc1ccc(NC2=NCCN=C(Nc3ccc(Cl)cc3)SS2)cc1 | 93 | 100 | 85 | 84 | 54 | 110 | 110 | 87
O=C(CSc1nc2ccccc2c(=O)n1-c1ccc(Cl)c(Cl)c1)Nc1ccc(S(=O)(=O)Nc2ccc(Cl)nn2)cc1 | 91 | 91 | 94 | 96 | 86 | 108 | 97 | 116
Cc1ccc(N/C=C/C(=O)O)nc1 | 110 | 108 | 87 | 98 | 91 | 121 | 107 | 108
O=C1c2cc3c(cc2-c2c1c1cc(Cl)c(Cl)cc1c(=O)n2CCCn1ccnc1)OCO3 | 41 | 67 | 19 | 1.2* | 0.5* | -13* | 16 | -38*
Cc1cc(O)cc(C)c1[N+](=O)[O-] | 103 | 92 | 90 | 88 | 101 | 91 | 108 | 90
CC1(C)CC(=O)c2ncccc2O1 | 99 | 101 | 101 | 95 | 102 | 98 | 98 | 81
NC(=O)NC1NC(=O)NC1=O (configuration not stated) | 103 | 105 | 113 | 104 | 105 | 97 | 96 | 114
c1c2c(cc3c1OCO3)Cc1cc3c(cc1Cc1cc4c(cc1C2)OCO4)OCO3 | 116 | 104 | 113 | 91 | 108 | 92 | 117 | 106
NS(=O)(=O)c1ccc(Nc2cc(-c3ccccc3)nc(SCC(=O)c3ccc(Br)cc3)n2)cc1 | 96 | 100 | 142 | 73 | 90 | 84 | 77 | 105
O=C(N=Nc1c(O)[nH]c2ccccc12)Nc1ccc(C(F)(F)F)cc1 | 88 | 100 | 99 | 68 | 58 | 83 | 90 | 87

In the list so far, these contain an aryl thioether with sulfur outside any ring.
SMILES | MDA-MB-231 | HS 578T | BT-549 | MCF7 | T-47D | SR | K-562 | MDA-MB-468
O=C(CSc1nc2ccccc2c(=O)n1-c1ccc(Cl)c(Cl)c1)Nc1ccc(S(=O)(=O)Nc2ccc(Cl)nn2)cc1 | 91 | 91 | 94 | 96 | 86 | 108 | 97 | 116
NS(=O)(=O)c1ccc(Nc2cc(-c3ccccc3)nc(SCC(=O)c3ccc(Br)cc3)n2)cc1 | 96 | 100 | 142 | 73 | 90 | 84 | 77 | 105

The listing picks up, repeating the 2 entries before the break.
SMILES | MDA-MB-231 | HS 578T | BT-549 | MCF7 | T-47D | SR | K-562 | MDA-MB-468
NS(=O)(=O)c1ccc(Nc2cc(-c3ccccc3)nc(SCC(=O)c3ccc(Br)cc3)n2)cc1 | 96 | 100 | 142 | 73 | 90 | 84 | 77 | 105
O=C(N=Nc1c(O)[nH]c2ccccc12)Nc1ccc(C(F)(F)F)cc1 | 88 | 100 | 99 | 68 | 58 | 83 | 90 | 87
O=C(c1ccccc1)N(Cc1ccccc1)Cc1ccccc1 | 89 | 96 | 93 | 98 | 98 | 81 | 90 | 90
COc1cc(-c2nn(-c3cccc(NC(=O)Nc4cccc(C(F)(F)F)c4)c3)cc2-c2ccncc2)ccc1Cl | -29* | -14* | -15* | -6.3* | -4.0* | / | 1.6* | -28*
CCOC(=O)C(C(C)=O)=P(c1ccccc1)(c1ccccc1)c1ccccc1 | 103 | 116 | 102 | 104 | 89 | / | 98 | 95
CC(CCCCl)CNC(C)C (configuration not stated) | 100 | 112 | 103 | 96 | 99 | 78 | 104 | 112
COc1ccc(NC(=O)/C=N/O)cc1 | 102 | 89 | 83 | 90 | / | 110 | 132 | 98
Clc1ccc(-c2cc(-c3cc(-c4ccc(Cl)cc4Cl)n[nH]3)[nH]n2)c(Cl)c1 | 92 | 73 | 107 | 87 | 80 | 100 | 91 | 107
CCOC(=O)C1=C(C)NC(SCc2nnc(-c3ccc(Cl)cc3)o2)=NC1c1ccc(Cl)cc1Cl (configuration not stated) | 42 | 67 | 90 | 32 | 47 | 38 | / | 88
Nc1ccc([N+](=O)[O-])cc1C(=O)O | 106 | 93 | 109 | 99 | 104 | 104 | 90 | 99
CCCC(=O)Oc1cc(C)ccc1C(C)(C)C | 116 | 111 | 112 | 100 | 101 | 88 | 92 | 109
CC1(C)[C@@H](O)CC[C@]2(C)[C@H]3CC[C@@H]4[C@H]5[C@H](C(=O)/C=C\c6ccccn6)CC[C@]5(O)CC[C@@]4(C)[C@]3(C)CC[C@@H]12 | 33 | 39 | 36 | 32 | 59 | -18* | 7.4* | 24
CCC(=O)Cc1ccc2ccccc2n1 | 91 | 99 | 110 | 94 | / | 81 | / | 127
Nc1ccc(N=Nc2ccccc2)c2ccccc12 | 91&67 | 80&96 | 67&79 | 77&75 | 61&66 | 147 | 134&60 | 48&82
CCN(CC)C(=O)C1CC=CCC1C(=O)O (configuration not stated) | 96 | 77 | 110 | 98 | 98 | 120 | / | 86
CCOC(c1ccccc1)(c1ccccc1)c1ccccc1 | 102 | 100 | 120 | 94 | 89 | 94 | 99 | 98
Cc1cccc(C)c1[C@H]1C[C@@](C)(O)[C@H]2CC[C@H](C)C[C@H]2O1 | 94 | 115 | 111 | 98 | 97 | 112 | 99 | 108
COc1ccc([C@H]2C(C(=O)c3ccc(Cl)cc3)C3(N[C@@H]2c2ccccc2)C(=O)Nc2ccc(Br)cc23)cc1 (some centres not stated) | -58* | -7.4* | 22 | -7.2* | 21 | / | 5.9* | -7.8*
CC(C)CSc1nc(N/N=C/c2cc(Cl)ccc2O)c(C#N)c(-c2ccc(Cl)cc2)n1 | 79 | 98 | 86 | 55 | 58 | 71 | 25 | 50
CN(C)CCOc1ccccc1NC1=C(Cl)C(=O)C(Nc2ccccc2OCCN(C)C)=C(Cl)C1=O | 53 | 98 | / | -54* | -38* | 19 | -13* | -54*
N[C@@H](Cc1c[nH]c2ccccc12)C(=O)O | 113 | 112 | 108 | 109 | / | 118 | 109 | 105
Cc1ccc(C(=O)c2ccc3nc(-c4ccc(Br)cc4)n(C)c3c2)cc1 | 110 | 108 | 123 | 100 | 103 | 99 | 106 | 98
Cc1ccc(-c2csc(NC(=O)CCCCl)n2)cc1 | 96 | 105 | 98 | 91 | 77 | 84 | 75 | 93
CC(=O)c1ccc(S(=O)(=O)Cl)cc1 | 103 | 89 | 113 | 95 | 100 | 87 | 96 | 102
O=C(O)C(=O)c1ccc(-c2ccccc2)cc1 | 102 | 151 | 101 | 97 | 92 | 64 | 96 | 109

Quoted from the listing.
Cc1cccc(C)c1[C@H]1C[C@@](C)(O)[C@H]2CC[C@H](C)C[C@H]2O1 in BT-549 → 111
CCOC(=O)C(C(C)=O)=P(c1ccccc1)(c1ccccc1)c1ccccc1 in T-47D → 89
COc1ccc(NC(=O)/C=N/O)cc1 in MDA-MB-468 → 98
CC1(C)[C@@H](O)CC[C@]2(C)[C@H]3CC[C@@H]4[C@H]5[C@H](C(=O)/C=C\c6ccccn6)CC[C@]5(O)CC[C@@]4(C)[C@]3(C)CC[C@@H]12 in HS 578T → 39
Nc1ccc([N+](=O)[O-])cc1C(=O)O in K-562 → 90
CN(C)CCOc1ccccc1NC1=C(Cl)C(=O)C(Nc2ccccc2OCCN(C)C)=C(Cl)C1=O in SR → 19

Screening data: PubChem BioAssay, NCI
